CXCR6 inh = CXCR6 receptor inhibitors, primary screen, cell-based, beta-arrestin, luminescence, CHO-K1 PathHunter, 1536-well; actives 0.36% (n = 360,000); inhibition, % at 20 µM; AID 602244, 2012; in the data active = inhibition above about 34%, passing the limit was not always enough;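 note: antagonist mode with CXCL16 agonist at 10 nM final; 0% = 10 nM CXCL16 with DMSO and 100% = unstimulated wells without agonist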
Target sequence (O00574 whole entry, looked up): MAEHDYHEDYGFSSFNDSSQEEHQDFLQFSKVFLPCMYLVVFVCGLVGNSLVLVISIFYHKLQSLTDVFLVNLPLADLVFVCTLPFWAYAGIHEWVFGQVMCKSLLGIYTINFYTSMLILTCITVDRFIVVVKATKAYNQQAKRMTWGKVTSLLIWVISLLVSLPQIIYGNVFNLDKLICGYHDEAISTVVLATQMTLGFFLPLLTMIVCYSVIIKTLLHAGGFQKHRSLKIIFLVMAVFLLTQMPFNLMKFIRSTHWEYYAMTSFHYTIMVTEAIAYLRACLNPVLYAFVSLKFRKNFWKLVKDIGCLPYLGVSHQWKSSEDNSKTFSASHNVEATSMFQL
EBI2 antag = EBI2 receptor antagonists, beta-arrestin recruitment, primary screen, cell-based, luminescence, 7a,25-OHC stimulation, uHTS. actives 0.81% (n = 360,000). 7a,25-OHC stimulated. AID 651636, 2012. inhibition, % at 5 µM. G-protein coupled receptor 183 (Homo sapiens), P32249; in the data active = inhibition above about 38%;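 note: enzyme fragment complementation signal reports receptor beta-arrestin coupling in cells; 0% = agonist plus DMSO wells and 100% = wells without agonist; some results beyond the cut were filed as inactive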
CCR6 antagonist = CCR6 receptor antagonists, primary screen, cell-based, CHO-K1, luminescence, beta-arrestin, uHTS. C-C chemokine receptor type 6 (Homo sapiens), P51684. CHO-K1 CCR6 PathHunter beta-arrestin, CCL20-stimulated. inhibition, % at 20 µM. actives 0.49% (n = 340,000). AID 493098, 2011;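 active = compounds whose inhibition of the agonist-driven luminescence signal at 20 µM reaches about 50%, limit read from the data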;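 note: cells stimulated with CCL20 at 14 nM final; plate controls were DMSO with CCL20 for no effect and DMSO without agonist for full effect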
Target sequence (P51684 whole entry, looked up): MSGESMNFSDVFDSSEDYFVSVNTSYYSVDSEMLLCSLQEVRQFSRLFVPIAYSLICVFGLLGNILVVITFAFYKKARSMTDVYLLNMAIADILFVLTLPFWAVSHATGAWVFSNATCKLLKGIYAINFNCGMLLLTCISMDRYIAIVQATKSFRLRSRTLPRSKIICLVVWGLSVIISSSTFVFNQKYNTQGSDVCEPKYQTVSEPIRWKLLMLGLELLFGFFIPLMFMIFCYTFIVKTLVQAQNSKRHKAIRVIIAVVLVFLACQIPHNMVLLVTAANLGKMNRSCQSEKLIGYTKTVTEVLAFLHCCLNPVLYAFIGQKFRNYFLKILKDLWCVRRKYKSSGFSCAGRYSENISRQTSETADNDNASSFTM
Gli-Sufu antag = Gli-Sufu pathway antagonists, primary screen, luciferase luminescence, Sufu-KO-LIGHT cells, uHTS. actives 0.74% (n = 340,000). inhibition, % at 5 µM. Sufu-KO-LIGHT fibroblasts, Gli luciferase reporter luminescence;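 active = inhibition above about 55%, limit read from the data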;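 note: 0% = DMSO-treated cells and 100% = wells with medium but no cells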
APJ antag = antagonists of human apelin receptor APJ, primary screen, CHO-K1 cells, beta-arrestin complementation, luminescence | actives 0.32% (n = 330,000) | P35414 | inhibition, % at 20 µM;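 active = inhibition above about 40% at 20 µM, limit read from the data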;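 note: cells challenged with 10 nM apelin-13 agonist together with compound; plate controls were apelin-13 plus DMSO wells for no effect and DMSO wells lacking apelin-13 for full effect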
UBC13 polyUb = UBC13 polyubiquitin chain formation inhibitors, primary screen, biochemical, TR-FRET, uHTS. Ubiquitin-conjugating enzyme E2 N (Homo sapiens), P61088. actives 0.47% (n = 330,000). inhibition, % at 20 µM. AID 485273, 2010; in the data active = inhibition above about 45%, passing the limit was not always enough
Target sequence (P61088 whole entry, looked up): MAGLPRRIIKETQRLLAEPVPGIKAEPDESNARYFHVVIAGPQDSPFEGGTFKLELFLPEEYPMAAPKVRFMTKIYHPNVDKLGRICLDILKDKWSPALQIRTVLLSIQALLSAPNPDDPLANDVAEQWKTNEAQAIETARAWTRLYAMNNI
Jurkat NFkB inh = inhibitors of induced NF-kB luciferase reporter, primary screen, TCR NF-kB activation inhibitor project, cell-based, luminescence, uHTS | Jurkat, PMA/ionomycin-induced NF-kB luciferase reporter | inhibition, % at 4 µM | actives 0.53% (n = 330,000); in the data active = inhibition above about 50%
697 NFkB inh = inhibitors of PMA/ionomycin-induced NF-kB reporter, 697 cells, primary screen, B-cell NF-kB inhibitor project, cell-based, luminescence, uHTS; 697 B-cell NF-kB luciferase reporter, 16 h; inhibition, % at 4 µM; actives 0.33% (n = 330,000); in the data active = inhibition above about 35%
* hit, by the source's call; x = not tested or not shown. An unsorted share of the library. Share with any hit: about 3%.

SMILES	CXCR6 inh	EBI2 antag	CCR6 antagonist	Gli-Sufu antag	APJ antag	UBC13 polyUb	Jurkat NFkB inh	697 NFkB inh
Cn1cnnc1SCCC(=O)Nc1ccc(Cl)cc1	-2	-13	-1	-5	10	7	-3	17
CC1(C)CC(=O)C=C(c2cccc(O)c2)C1	-10	8	6	-8	10	-13	-8	7
COc1cccc(-c2nnn(CCC(=O)O)n2)c1	-3	18	-4	7	16	6	7	34
CCOC(=O)C1=C(C)NC(=O)C1CC(=O)O (stereo unspecified)	-1	-1	3	3	-9	0	-3	12
COc1ccccc1N(/N=C1\Sc2ccccc2C1=O)C(C)=O	6	7	15	34	23	-28	-98	-391
O=C(CC(=O)NC1CCCCC1)N/N=C/c1ccccc1Cl	0	2	8	x	-4	4	10	-2
O=C(CCN1C(=O)/C(=C/c2ccccc2Cl)SC1=S)NNC(=O)c1ccccc1O	-8	-2	11	-4	14	-12	0	14
Fc1ccc2[nH]c3c(N4CCc5ccccc5C4)ncnc3c2c1	-2	13	-12	77*	5	-5	50*	30
C=CCOc1nc(N(C)C)nc(N(C)C)n1	3	-12	-5	-4	5	6	9	15
Cc1ccccc1NC(=O)c1cccc2nc3ccccc3nc12	6	14	-1	16	17	9	10	-13
O=C1C2C(c3ccccc3)CC=CC2[C@H](c2cccc([N+](=O)[O-])c2)N1Cc1ccccc1 (stereo partly specified)	7	19	17	35	10	0	10	19
CCOc1ccccc1NC(=O)NCc1ccco1	-2	-17	9	-1	4	9	17	3
Cc1c(C(=O)NCC(c2ccco2)N(C)C)oc2c(Cl)cccc12 (stereo unspecified)	-10	-5	3	5	-4	2	28	4
Cc1ccc2c(c1)N(CC(=O)N1CCOCC1)C(=O)CO2	5	-1	2	22	-3	3	19	-5
Cc1c(C(=O)OC(C)C)[nH]c2c1C(=O)CCC2	1	0	-12	-5	-27	-3	-3	-28
Cc1csc(NC(=O)CSc2nnc3ncccn23)n1	-8	-23	0	-3	5	4	5	0
COc1ccc(Nc2nnc(SCC3CCCCO3)s2)cc1 (stereo unspecified)	-3	16	11	1	3	0	-9	-7
Cn1c(N)c(C(=O)CSc2ncn[nH]2)c(=O)n(C)c1=O	-4	-10	2	0	-11	-3	-2	-2
CCOc1ccccc1NC(=O)Nc1ccon1	14	1	-11	3	7	8	-7	2
Cc1cc(C)cc(OC(=O)COc2ccccc2C)c1	-7	-2	-2	21	-4	2	-3	7
C#CCOCCOCCOCCNc1nc(N2CCN(C(=O)Cn3cc(CCO)nn3)CC2)nc(N2CCN(C(=O)[C@H]([C@@H](C)CC)n3cc(CCCN=C(N)N)nn3)CC2)n1	6	-10	2	1	x	x	x	x
COc1ccccc1CCN1CCCC(CN(C)C(=O)c2ccc3nc[nH]c3c2)C1 (stereo unspecified)	-2	2	3	10	5	2	10	-14
O=C(Nc1ccc(S(=O)(=O)Nc2cnc3ccccc3n2)cc1)c1ccc([N+](=O)[O-])cc1Cl	-10	-21	0	-6	-36	-11	0	-1
O=C(CN1CCN(S(=O)(=O)c2ccc3ccccc3c2)CC1)Nc1ccc(N2CCOCC2)cc1	-9	4	3	-4	11	-9	-14	-16
O=C(COc1ccccc1F)NNC(=O)c1ccc2c(=O)n3c(nc2c1)CCC3	-6	-6	3	-9	-42	0	6	28
CCc1ccc(NC(=O)CSc2nnc(CNC(=O)c3ccco3)o2)cc1	3	-5	6	1	-15	10	4	4
CCN1CCN(C(=O)c2cc3c(s2)-c2c(C)cccc2OC3)CC1	-1	91*	8	-30	12	80*	-76	-44
COc1cccc(N2CCN(S(=O)(=O)c3ccc(-c4coc(C)n4)cc3)CC2)c1	2	6	7	14	0	-1	17	-20
CCC(=O)N/N=C(\C)CC(=O)Nc1ccc(F)cc1	0	-6	18	-4	-37	0	-1	6
O=C(N/N=C/c1cccnc1)c1cccc(NC(=O)c2ccccc2Cl)c1	2	5	9	-14	-12	-2	7	23
COc1cc(S(=O)(=O)N2CCOCC2)ccc1NC(=O)COC(=O)C12CC3CC(CC(C3)C1)C2	16	0	4	6	1	0	15	7
CCCc1cc(C(=O)NNC(=S)NC2CCCCC2)cs1	7	4	9	-46	14	-9	-28	-71
C=CCn1c(SCC(=O)Nc2c(C)n(C)n(-c3ccccc3)c2=O)nc2sc(C)c(-c3ccccc3)c2c1=O	1	6	12	3	11	-14	5	-20
Cn1c(SCC(=O)NC(=O)Nc2ccccc2)nnc1-c1ccncc1	-12	-1	-2	-2	-13	0	0	3
CC1CN(C(=O)COC(=O)COc2ccc(C#N)cc2)CC(C)O1 (stereo unspecified)	0	4	-3	0	12	-1	10	8
CCCCN1C(=O)CC(C(=O)O)C1c1ccc(OC)cc1 (stereo unspecified)	2	-8	-10	7	19	0	-3	8
Cc1cc(C)c(NC(=O)Cn2ncc3ccccc32)c(C)c1	-2	3	2	8	12	2	-14	6
CCOC(=O)c1cn(Cc2ccc(C)cc2)nn1	3	-2	0	-6	-28	-2	-1	-3
COc1cc(/C=N/N2CCOCC2)ccc1OCc1ccc(Cl)cc1	-9	6	6	-42	-5	-8	-105	-4
COc1ccc(OCC(=O)Nc2c3c(nn2-c2ccccc2)CS(=O)(=O)C3)cc1	-4	1	1	-8	-3	-4	15	14
CCn1ncc(Br)c1C(=O)NC(C)c1ccccc1 (stereo unspecified)	4	-11	-15	4	6	-8	-8	-31
CC(C)N1CC2=C(OC(N)=C(C#N)C2c2cccnc2)/C(=C/c2cccnc2)C1 (stereo unspecified)	6	-7	-1	3	-5	-4	1	5
CCc1n[nH]c(=S)n1/N=C/c1ccc(-c2ccc(Br)cc2)o1	11	25	20	1	9	1	12	-2
C/C(=N\N1CCN(Cc2ccccc2Cl)CC1)c1ccc([N+](=O)[O-])cc1	10	-3	24	5	-5	2	51*	-3
COc1ccc(OCc2nc(-c3ccc(F)c(F)c3)cs2)cc1	-6	1	7	4	-2	-13	2	-41
O=C(Cc1ccccc1)Nc1ccc(NC(=S)NC(=O)c2ccccc2)cc1	16	0	27	15	-4	2	8	6
COc1cc(NC(=O)c2cccc(C)c2)c(OC)cc1NC(=O)CN1CCOCC1	2	2	9	2	-3	-1	9	9
CCC(=O)N1CCC2(CC1)Oc1ccc(Cl)cc1C(=O)C21CC(c2ccc(Cl)cc2)=NO1 (stereo unspecified)	14	-4	8	0	14	-5	10	14
CC(C)C[C@@H](CO)NS(=O)(=O)c1cc(Cl)ccc1F	-4	-10	-2	13	x	x	x	x
CN(C)c1cccc(C(=O)NNC(=O)/C=C/c2cccs2)c1	-8	-1	19	-40	-7	-4	-18	-39
Further structures:
SMILES	CXCR6 inh	EBI2 antag	CCR6 antagonist	Gli-Sufu antag	APJ antag	UBC13 polyUb	Jurkat NFkB inh	697 NFkB inh
CC1(C(=O)NC2CCCCCC2)CCC(=O)N1Cc1ccc2c(c1)OCO2 (stereo unspecified)	1	-4	9	1	10	0	-5	7
Cc1n[nH]c(=O)c2c(NC(=O)CSc3nnc(-c4ccco4)n3C)oc(C)c12	11	5	3	1	9	4	6	20
CC(C)c1ccc(S(=O)(=O)Nc2ccc(N3CCOCC3)cc2)cc1	7	11	1	-20	13	8	7	4
Cn1cc(C(=O)c2ccc(Cl)cc2)cc1-c1nc2ccccc2n1C	-2	64*	-8	13	11	33	3	-6
COc1ccc(NC(=O)CSc2n[nH]c(C)c2[N+](=O)[O-])cc1	9	-5	15	1	-10	4	14	0
O=C(NC1CCN(C(=O)Nc2cccc(Cl)c2)CC1)c1ccccc1	-4	0	5	7	-27	1	-1	-2
CCOc1ccc(NC(=O)CSc2nc3ccccc3nc2N2CC(C)OC(C)C2)cc1 (stereo unspecified)	9	5	16	3	19	4	-1	-15
CC(=O)N1CCN(c2ccccc2NC(=O)COc2cc(C)cc(C)c2)CC1	6	16	13	18	-2	9	4	1
Cc1cc(C)n(-c2nc3ccccc3n3nnnc23)n1	-2	-8	1	-2	-2	-9	-19	-7
COc1ccccc1/C=C/C(=O)OC(C)CN1CCCCC1 (stereo unspecified)	12	6	9	-10	7	7	-16	2

The last four compounds of the section above lead into the next:
SMILES	CXCR6 inh	EBI2 antag	CCR6 antagonist	Gli-Sufu antag	APJ antag	UBC13 polyUb	Jurkat NFkB inh	697 NFkB inh
CCOc1ccc(NC(=O)CSc2nc3ccccc3nc2N2CC(C)OC(C)C2)cc1 (stereo unspecified)	9	5	16	3	19	4	-1	-15
CC(=O)N1CCN(c2ccccc2NC(=O)COc2cc(C)cc(C)c2)CC1	6	16	13	18	-2	9	4	1
Cc1cc(C)n(-c2nc3ccccc3n3nnnc23)n1	-2	-8	1	-2	-2	-9	-19	-7
COc1ccccc1/C=C/C(=O)OC(C)CN1CCCCC1 (stereo unspecified)	12	6	9	-10	7	7	-16	2
COc1cc(NC(=O)c2ccc3c(c2)C(=O)N(CCC(C)C)C3=O)c(C(=O)O)cc1OC	-16	3	20	-4	2	-8	-2	-20
Cc1cc(C)n2c(SCC(=O)NC3CCCCC3C)nnc2n1 (stereo unspecified)	-2	2	-4	-14	1	-5	5	1
Cn1c(N)c(C(=O)CSc2nc(C3CC3)n(-c3ccccc3)n2)c(=O)n(C)c1=O	13	5	3	-5	3	3	3	17
O=C(c1ccccc1)N1CCN(CC(O)COCC2CC=CCC2)CC1 (stereo unspecified)	-4	-9	0	-4	-9	3	-13	-6
O=C(O)c1cc(NCc2ccccc2)ccc1N1CCOCC1	-2	-1	18	-16	-1	10	-4	21
CCCC(=O)c1ccc(OCc2cn(CC(=O)c3ccc(O)cc3)nn2)cc1	14	5	12	-13	x	x	x	x
O=C(c1ccccc1C(F)(F)F)N1CCN(S(=O)(=O)c2ccccc2)CC1	-5	-1	10	5	15	-2	7	14
CCOC(=O)C1=C(C)N=c2s/c(=C\c3ccc(C(=O)O)cc3)c(=O)n2C1c1ccc(OC)cc1OC (stereo unspecified)	10	12	14	-7	x	x	x	x
COc1ccc(/C=N/NC(=O)CCCCCNC(=O)c2ccccc2)cc1	2	10	10	16	8	-1	-6	-5
CC(=O)Oc1cccc(N2C(=O)C3CC=C(Cl)CC3C2=O)c1 (stereo unspecified)	-11	-5	9	-1	-13	3	-14	6

A different layout for some results above:
O=C(c1ccccc1C(F)(F)F)N1CCN(S(=O)(=O)c2ccccc2)CC1
  CXCR6 inh: -5; EBI2 antag: -1; CCR6 antagonist: 10; Gli-Sufu antag: 5; APJ antag: 15; UBC13 polyUb: -2; Jurkat NFkB inh: 7; 697 NFkB inh: 14
CCOC(=O)C1=C(C)N=c2s/c(=C\c3ccc(C(=O)O)cc3)c(=O)n2C1c1ccc(OC)cc1OC (stereo unspecified)
  CXCR6 inh: 10; EBI2 antag: 12; CCR6 antagonist: 14; Gli-Sufu antag: -7; APJ antag: x; UBC13 polyUb: x; Jurkat NFkB inh: x; 697 NFkB inh: x

Next part:
SMILES	CXCR6 inh	EBI2 antag	CCR6 antagonist	Gli-Sufu antag	APJ antag	UBC13 polyUb	Jurkat NFkB inh	697 NFkB inh
O=S(=O)(NCC1CC1)c1ccc(F)c(Cl)c1	4	-10	2	7	10	-3	8	3
COc1ccccc1/C=N/NC(=O)CSc1ccc2ccccc2n1	1	-8	-2	-32	2	4	-6	-16
COc1ccccc1OCCNC(=O)c1ccccc1C	0	-3	-31	-10	5	-4	-26	-7
O=C1CCCC(O)=C1C=Nc1ccc2c(c1)oc1ccccc12	6	13	-20	-6	10	8	-51	-60
CCOC(=O)Cc1csc(SCC(=O)Nc2cccc(Cl)c2)n1	-6	36	6	-8	0	2	-5	-5
COc1ccc(C2/C=C\CN(CC(C)(C)C)CC(=O)N2Cc2ccc(F)cc2)cc1 (stereo unspecified)	-7	0	17	-11	6	4	11	23
COC(C(=O)NNC(=O)CCc1ccccc1)c1ccccc1 (stereo unspecified)	-6	-1	21	7	-7	-9	3	-19
O=C(Nc1ccc2c(c1)CCC2)c1ccccc1Br	4	2	10	-114	-5	-1	-176	-209
COCCn1c(SCC(=O)N2CC(C)OC(C)C2)nc2c([nH]c3ccccc32)c1=O (stereo unspecified)	2	-4	3	13	11	-4	-5	-2
COc1ccccc1OCC(=O)NCC1CCCN(Cc2cnn(C)c2C)C1 (stereo unspecified)	-11	-12	5	4	8	6	11	11
